MEKK3 PB1 HTS = raises or lowers MEK5 binding to the human MEKK3 PB1 domain | Q99759 | bead-based flow cytometry, Alexa488-MEK5 binding to MEKK3; actives lie on both sides; 0 = blocked by unlabeled MEK5, 100 = vehicle | binding response (% of control), % at 10 µM | 290,000 tested, 1.4% active;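 active = binding response more than 3 SD above or below the average of its plate-row segment, actives on both sides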;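 note: Alexa488 bead fluorescence after subtracting the streptavidin-only scavenger bead signal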
Target sequence (Q99759 whole entry, looked up, the tested form may be a part): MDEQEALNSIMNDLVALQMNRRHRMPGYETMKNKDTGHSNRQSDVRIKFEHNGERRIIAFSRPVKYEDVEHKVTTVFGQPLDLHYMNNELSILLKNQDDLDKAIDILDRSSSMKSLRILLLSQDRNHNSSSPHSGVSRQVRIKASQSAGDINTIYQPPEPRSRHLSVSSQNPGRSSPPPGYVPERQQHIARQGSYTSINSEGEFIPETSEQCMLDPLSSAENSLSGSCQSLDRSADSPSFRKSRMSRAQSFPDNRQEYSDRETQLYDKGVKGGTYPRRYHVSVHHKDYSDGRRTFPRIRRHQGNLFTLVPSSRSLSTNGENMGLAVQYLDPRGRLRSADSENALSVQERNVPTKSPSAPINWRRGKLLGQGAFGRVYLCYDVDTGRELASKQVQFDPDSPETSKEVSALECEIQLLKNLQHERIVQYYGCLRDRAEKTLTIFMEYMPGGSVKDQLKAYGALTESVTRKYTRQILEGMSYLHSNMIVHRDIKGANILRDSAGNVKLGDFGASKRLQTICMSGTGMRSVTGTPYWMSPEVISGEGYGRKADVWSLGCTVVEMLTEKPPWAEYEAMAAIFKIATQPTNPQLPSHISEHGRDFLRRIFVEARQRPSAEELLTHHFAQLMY
CRFR2-BP antag = CRF-BP/CRF-R2 complex antagonism; HEK293 CRF-R2/CRF-BP, CRF-induced calcium fluorescence; inhibition, % at 11.8 µM; 350,000 tested, 0.59% active;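 active = inhibition of the ligand-induced calcium signal above about 50% at the single tested concentration, limit read from the data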
PHOSPHO1 block = blocks human PHOSPHO1 phosphatase activity; Q8TCT1; recombinant PHOSPHO1, absorbance phosphatase assay; inhibition, % at 13.3 µM; 290,000 tested, 1.1% active; AID 1565; in the data active = inhibition above about 60%
p-CIP stab down = compounds decreasing mouse p/CIP protein stability | 290,000 tested, 0.01% active | Q05BA5 | decrease of EGFP signal, % at 10 µM | F442A p/CIP-EGFP cells, EGFP fluorescence, 16 h;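 active = EGFP signal decrease of at least 30% at 10 µM or well 3 SD below plate mean, unless failing retest; inactive = the rest, including hits failing retest or dose response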; note: some compounds called inactive have numbers as strong as hits; many of its hits are not listed in these tables
GalR3 antag = blocks the human galanin receptor 3. O60755. AID 651719. inhibition, % at 3 µM. 360,000 tested, 0.44% active. HEK293 GalR3-CNG cAMP membrane potential fluorescence; galR3 body fused to GalR1 C-terminus;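 active = inhibition above the screen-wide average plus 3 SD, cut at about 13% in these data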;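 note: forskolin and galanin both at EC90 stimulate the cells; cAMP rise reported by CNG channel membrane potential dye signal; 0% = forskolin plus galanin with DMSO and 100% = forskolin alone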
M4 PAM = positive allosteric modulators of human muscarinic M4 receptor; P08173; CHO-K1 hM4/Gqi5, Fluo-8 calcium fluorescence, ACh EC20; 0% = ACh EC20, 100% = maximal ACh; activation, % at 3 µM; 360,000 tested, 0.4% active; AID 624126;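 active = activation above its plate's cutoff, the mean activation of sample wells plus 3 SD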; note: some results filed as inactive read as strong as hits
Target sequence (P08173 whole entry, looked up): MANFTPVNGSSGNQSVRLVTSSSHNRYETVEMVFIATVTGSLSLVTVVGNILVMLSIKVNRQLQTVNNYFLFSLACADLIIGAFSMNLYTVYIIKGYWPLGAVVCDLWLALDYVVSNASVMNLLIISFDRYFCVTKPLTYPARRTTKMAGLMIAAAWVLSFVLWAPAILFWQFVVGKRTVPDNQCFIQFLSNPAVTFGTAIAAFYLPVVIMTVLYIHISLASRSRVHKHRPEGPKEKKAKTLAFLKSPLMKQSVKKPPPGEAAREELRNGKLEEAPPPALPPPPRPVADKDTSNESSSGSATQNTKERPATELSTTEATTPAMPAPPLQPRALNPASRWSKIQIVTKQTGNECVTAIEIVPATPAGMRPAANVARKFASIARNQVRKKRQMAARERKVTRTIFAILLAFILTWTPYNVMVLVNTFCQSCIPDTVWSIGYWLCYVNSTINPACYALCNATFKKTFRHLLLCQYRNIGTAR
IDE cell inh = cellular human IDE inhibition. P14735. HEK cells, FAbetaB cleavage, fluorescence polarization. AID 434962. inhibition, % at 5.59 µM. 320,000 tested, 0.41% active;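 active = percent inhibition above the average of all tested compounds plus 3 SD, set per screening campaign, cut at about 16% in these data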;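 note: IDE supplied by intact live HEK cells; FP after avidin binding of uncleaved biotin substrate so inhibition keeps polarization high; 0% = DMSO wells and 100% = 60 µM reference IDE inhibitor Ii1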
IDE cell activ = activators of human insulin-degrading enzyme in cells; 340,000 tested, 0.073% active; AID 493087; HEK cells, FAbeta-B cleavage, fluorescence polarization; 0% vehicle, 100% cell-free pure enzyme wells; P14735; activation, % at 5.96 µM;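 active = activation above the mean of all tested compounds plus 3 SD, set per screening campaign, cut at about 17% in these data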
CRFBP-R2 agonist = CRF-BP/CRF-R2 complex agonism; HEK293 CRF-R2/CRF-BP, calcium dye fluorescence (FLIPR); percent of saturating CRF peptide response; activation, % at 13.2 µM; 350,000 tested, 0.46% active; AID 588473;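 active = activation of at least 50%, plus an integration ratio under a set limit after plate pattern correction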;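 note: plate controls were neutral control wells without compound for no effect and CRF at EC100 for full effect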
Active calls of the source: *; x = not tested or not shown; [ ] = another dose, or the depositor's remark.

SMILES	MEKK3 PB1 HTS	CRFR2-BP antag	PHOSPHO1 block	p-CIP stab down	GalR3 antag	M4 PAM	IDE cell inh	IDE cell activ	CRFBP-R2 agonist
Cn1c(SCC(=O)Nc2ccc3c(c2)OCCO3)nnc1C1CC1	98	0	39	-11	-5	-4	2	-1	0.0
CCN(Cc1ccc(OC)c(F)c1)C(=O)C1CCCO1 (stereo unspecified)	99	9	23	-15	3	1	-1	0	-0.9
Oc1cccc(C(O)CNCc2ccc(OCc3ccc(Cl)cc3Cl)cc2)c1 (stereo unspecified)	107	-79	29	0	6	1	5	2	-1.9
O=C(CSc1nnc(-c2ccco2)o1)NC(=O)C1COc2ccccc2O1 (stereo unspecified)	91	-13	19	-7	-5	0	2	4	0.1
COc1ccc(C2(C)NC(=O)N(CC(=O)NCc3ccccc3)C2=O)cc1OC (stereo unspecified)	96	1	40	-19	-2	-6	-7	4	-0.3
COc1ccc(C(=O)Oc2ccc(/C=N/Nc3ccc(Cl)c(C(=O)O)c3)cc2OC)cc1	104	36	-5	0	1	5	-1	9	1.4
COc1ccc(NC(=S)NC(=O)c2cncc(Br)c2)c(OC)c1	104	-40	37	-5	-12	-8	-10	2	2.5
Fc1ccccc1C(c1nnnn1Cc1ccc2c(c1)OCO2)N1CCN(Cc2ccccc2)CC1 (stereo unspecified)	104	-1	16	-17	-6	-5	0	2	5.5
O=C(CCn1nc(-c2ccccc2)ccc1=O)N1CCCC1	x	10	17	5	-3	19	3	6	0.0
CCOC(=O)/C=C/c1ccc(C(F)(F)F)cc1S(=O)(=O)NC(C)(C)C	100	6	x	x	-4	-2	5	-2	1.0
O=C(O)c1cnn2c(C(F)F)cc(C3CC3)nc12	115	1	6	7	-4	-2	2	0	0.4
Cc1ccsc1C(=O)OCc1nnc(-c2ccccc2)o1	x	0	x	x	-6	-2	0	0	0.2
CC(C)(C)NC(=O)Cn1c(Cl)nc2ccccc21	95	3	15	8	-4	-7	0	5	-0.4
Cc1ccc2c(C)[nH]c(=O)cc2c1	93	-18	1	-5	7	12	3	6	-0.1
COc1ccc(/C=C2\CCn3c2nc2cc(C(=O)O)ccc2c3=O)cc1O	102	22	2	-2	-9	-1	-4	4	0.9
Cc1nc(SCCC(=O)O)c2ccccc2n1	97	-15	-1	-12	-9	-1	-3	5	30
COc1cc(NC(=O)CN(c2ccc(C)cc2)S(=O)(=O)c2c(C)nn(C)c2C)cc(OC)c1	103	2	13	-8	-4	10	2	2	-0.2
Cc1ccc(NC(=O)CSCC(=O)Nc2ccc(N3CCOCC3)c(Cl)c2)cc1	99	-2	8	6	-1	4	4	2	1.8
O=C(COC(=O)c1ccc([N+](=O)[O-])cc1)Nc1ccc(Cl)cn1	x	2	x	x	-2	6	4	2	-1.2
CCCCC(=O)NC(c1ccc(OC)cc1)c1ccc2cccnc2c1O (stereo unspecified)	x	14	x	x	-5	7	x	x	-3.9
Cc1ccc(NC(=O)c2ccc(OC(=O)c3ccco3)cc2)cc1	104	19	-6	-14	-5	6	-5	1	0.0
CCOC(=O)c1sc(NC(=S)NC(=O)c2cccc(OC)c2)nc1C	98	-1	x	15	-8	10	3	4	58*
Cc1cccc(NC(=O)c2ccc3ccccc3n2)n1	101	0	27	-8	-2	3	1	-4	0.5
NC(=O)CN1CCOCCOCCOCCOCCOCC1	68	-7	2	-1	-3	4	5	9	1.8
Cc1ccc(-c2noc(CCC(=O)NCCc3ccccc3Cl)n2)cc1	108	-6	4	-15	x	-1	-4	2	1.0
COc1ccc(Cc2nnc(NC(=O)C3CC(=O)N(CCc4ccc(F)cc4)C3)s2)cc1OC (stereo unspecified)	107	14	6	-8	-11	-8	3	3	-0.3
COc1ccc(N2CCN(S(=O)(=O)c3ccc(Br)s3)CC2)cc1	98	31	-7	-5	-3	-7	4	5	-2.1
COc1ccc(CC(NC(C)=O)C(=O)NC2CCN(C(=O)c3cccc(Cl)c3)CC2)cc1OC (stereo unspecified)	103	10	2	-1	-7	2	x	-3	-0.3
N#CC1=C(N)OC2=C(C(=O)CCC2)C12C(=O)N1CCCc3cccc2c31 (stereo unspecified)	100	-19	-15	3	2	-5	-3	-2	1.7
COc1ccccc1C(=O)NCCC(=O)NCCC12CC3CC(CC(C3)C1)C2	106	-11	-6	-18	1	-3	-4	4	-0.9
O=C(Nc1ccc(Cl)cc1)NC1CCCCC1	1.0*[inhibitor]	-1	-4	8	-2	-6	2	5	-0.5
Cn1c(SCC(=O)Nc2ccc3c(c2)OCCO3)nnc1-c1cccnc1	x	-10	x	x	-2	-2	1	0	1.7
COc1ccc(C(=O)NCC(=O)OCC(=O)NC23CC4CC(CC(C4)C2)C3)cc1	x	13	x	x	-3	8	1	7	-1.3
Cc1ccc(CS(=O)Cc2ccc(C(=O)N3CCN(c4ccccc4)CC3)o2)cc1 (stereo unspecified)	102	-3	-1	-3	3	-2	0	-1	-0.5
CCc1c(C)sc2nc3c(C(=O)N4CCOCC4)cc(C(=O)c4ccccc4O)cn3c(=O)c12	96	-3	16	9	0	3	2	-3	3.5
O=C(c1cc(Cl)ccc1OCc1ccccc1)N1CCOCC1	104	7	16	-8	0	-5	-4	0	0.6
O=C(NCC1CCCO1)C1CCN(S(=O)(=O)N2CCCC2)CC1 (stereo unspecified)	x	6	12	-4	-6	7	1	1	-0.6
CCCS(=O)(=O)c1c(S(=O)(=O)CCC)c2c(N)cccn2c1C(=O)c1ccccc1	102	-14	15	-21	-6	-3	6	3	17
CC(C(=O)NCc1cccs1)N1CCN(S(=O)(=O)c2ccc3c(c2)OCCCO3)CC1 (stereo unspecified)	x	17	x	x	-2	-8	x	3	-0.1
CCN1C(=O)C(C)C=C(C)C=C1C (stereo unspecified)	x	18	x	x	-4	0	x	x	12
CCOC(=O)c1c(NC(=O)CSc2nnnn2-c2ccc(OC)cc2)sc(C)c1C	99	0	87*	-5	-2	5	-1	4	0.6
CN(C)c1cc(NC(=O)CNC(C)(C)C)c2ccccc2n1	91	5	8	4	-3	-4	2	2	-1.3
CCN1CCN(c2ccc(S(=O)(=O)N3CCOCC3)cc2NC(=O)C(C)Oc2cccc(Cl)c2)CC1 (stereo unspecified)	x	-21	x	x	8	-1	-3	5	-0.1
C/C(Cl)=C/Cn1c(NCCCn2ccnc2)nc2c1c(=O)[nH]c(=O)n2C	103	4	50	-8	0	-3	2	-4	-0.6
Cc1ccc(CNC(=O)CN2C(=O)COc3ccc(C)cc32)cc1	98	-5	10	3	-8	8	-4	6	0.0
Cc1ccc(NC(=O)Cc2ccc(-c3ccccc3)cc2)nc1	102	-6	29	7	-6	-4	2	-10	1.7
CCn1c(SCC(=O)NC(=O)Nc2ccc3c(c2)OCCO3)nnc1-c1cccs1	84	-8	65*	-7	-3	7	0	-7	-2.0
Cc1c(NC(=O)/C=C/c2cn(-c3ccccc3)nc2-c2ccc(F)cc2)c(=O)n(-c2ccccc2)n1C	x	33	x	x	-5	-22	8	3	-5.0
O=C(O)C1=C(C2CCCCC2)C(=O)c2ccccc21	x	42	x	x	-7	15	x	7	-1.4
CCC(=O)c1cc(F)c(N2CCN(S(=O)(=O)c3ccccc3)CC2)cc1C	104	5	-9	-7	1	1	1	0	2.5
Cc1ccc(C(=O)NCc2ccco2)cc1Br	100	10	7	1	-3	20*	5	0	-4.1
COc1ccc(N(CC(=O)N/N=C/c2ccc(N(C)C)cc2)S(=O)(=O)c2ccccc2)cc1	108	9	33	2	-11	-5	2	2	-0.4
Cc1c(Cl)cccc1N/C(SCC(=O)N1CCCCCC1)=C(/C#N)c1nc2ccccc2s1	97	13	-4	-4	-3	-2	1	5	0.3
COC(=O)c1ccc(C2c3c(n[nH]c3C)C(=O)N2c2ccc(C)cc2)cc1 (stereo unspecified)	111	10	-9	-1	4	3	1	-2	-0.3
O=C(COC(=O)c1ccc2ccccc2n1)NCc1ccccc1	101	31	5	3	5	8	-1	2	-1.1
O=C1c2ccccc2C(Nc2ccc3c(c2)OCCO3)N1Cc1ccccc1 (stereo unspecified)	105	-8	-5	-16	x	3	1	0	-3.2
O=c1[nH]c(C2CCN(S(=O)(=O)c3ccc([N+](=O)[O-])cc3)CC2)nc2c1nnn2Cc1ccccc1	103	7	37	0	-9	-2	0	1	0.7
Cc1ccc(Nc2c(-c3ccc(N(C)C)cc3)nc3ncccn23)cc1	91	-12	10	-7	-5	20	-9	1	2.5
CCOC(=O)C(CCCOc1ccc(C)cc1)C(=O)OCC	102	16	0	-6	-2	2	6	0	5.9
O=C(N/N=C/c1sc(N2CCOCC2)nc1-c1ccccc1)c1ccccc1O	99	19	11	-2	-1	-21	-2	6	6.7

Compound profiles, from the list above. Order of screens: MEKK3 PB1 HTS	CRFR2-BP antag	PHOSPHO1 block	p-CIP stab down	GalR3 antag	M4 PAM	IDE cell inh	IDE cell activ	CRFBP-R2 agonist
Profile of `C/C(Cl)=C/Cn1c(NCCCn2ccnc2)nc2c1c(=O)[nH]c(=O)n2C` : 103	4	50	-8	0	-3	2	-4	-0.6
Profile of `CN(C)c1cc(NC(=O)CNC(C)(C)C)c2ccccc2n1` : 91	5	8	4	-3	-4	2	2	-1.3
Profile of `Cc1ccc(NC(=O)Cc2ccc(-c3ccccc3)cc2)nc1` : 102	-6	29	7	-6	-4	2	-10	1.7

(next part)
SMILES	MEKK3 PB1 HTS	CRFR2-BP antag	PHOSPHO1 block	p-CIP stab down	GalR3 antag	M4 PAM	IDE cell inh	IDE cell activ	CRFBP-R2 agonist
CCn1c(SCC(=O)N/N=C/c2ccccc2OCC(=O)O)nnc1-c1ccc(C)cc1	94	9	-17	-3	-7	2	5	2	-1.8
Cc1nnc(SCC(=O)NCCC2=CCCCC2)[nH]c1=O	x	8	x	x	-3	7	0	2	0.0
O=[N+]([O-])c1ccc2nc(NS(=O)(=O)c3ccccc3[N+](=O)[O-])sc2c1	99	8	4	0	-9	1	5	6	1.4
CC(=O)c1cccc(CN2CCN(CCC(C)C)C(CCO)C2)c1 (stereo unspecified)	90	2	32	0	7	-8	0	4	1.8
CCN1CCN(c2sc(S(=O)(=O)CC)nc2S(=O)(=O)c2ccc(Cl)cc2)CC1	x	0	x	x	-1	-6	x	x	-1.9
COCCCNC(=O)CCc1c(C)nc2c(c(C)nn2-c2ccc(C)cc2)c1C	104	-3	-4	7	-4	-2	x	1	-1.1
COc1ccc(OCCNC2CCCC2)cc1	102	7	-12	-4	-2	3	-3	-2	-0.3
COc1cccc(NC(=S)N2CCC(Cc3ccccc3)CC2)c1	102	0	32	-21	-2	-10	x	-1	-0.7
CC1CCCC(C)N1/N=C/c1ccc([N+](=O)[O-])cc1 (stereo unspecified)	102	-4	16	-15	-11	4	5	1	-0.5
Cn1c(N)c(NC(=S)NC2CCCCC2)c(=O)n(C)c1=O	x	44	x	x	-6	3	x	3	2.3
C/C(=N\NC(N)=S)c1cc(-c2ccccc2)c(-c2ccccc2)s1	104	-11	56	-26	-2	-2	6	1	2.5
CCn1c(SCC(=O)N2CCCCC2C)nc2c1c(=O)n(C)c(=O)n2C (stereo unspecified)	103	-10	37	-12	-7	11	3	-7	1.5
Cc1ccc(C2=NCCn3nc4cc([N+](=O)[O-])ccc4c32)cc1	x	-4	x	x	-5	3	-4	2	0.0
O=C(Cn1c(NCCO)nc2ccccc21)c1ccc([N+](=O)[O-])cc1	100	25	31	-9	0	11	-2	-1	-2.8
C1=C\CCC2(OCCO2)C2(CC/1)OCCO2	x	17	x	x	4	3	x	x	-1.5
O=C(c1ccc2c(c1)OCO2)N1CCC2(CC1)Oc1ccc(F)cc1C(=O)C21CC(c2cccnc2)=NO1 (stereo unspecified)	112	-24	22	0	-3	-6	4	-6	1.9

The order is random. About 4.2% of those tested had a hit in this group.
